NADH coupling: inhibitors of PK/LDH coupling enzymes, profiling panel, artefact control, biochemical, MLSMR library; coupled PK/LDH NADH assays, four targets; IC50, µM (titrated, usually from 10 µM), without a hit: top-dose inhibition; 65,000 tested, 0.02% active;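 active means single-dose screening hits from any of four coupled enzyme assays that gave an IC50 when retested across doses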;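 further: the DPM-DC format reads NADH fluorescence rather than 340 nm absorbance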
Fluor 339 460: intrinsic fluorescence of library compounds, ex339/em460 – biochemical, MLSMR library, data from DPM-DC assay, artefact control, profiling panel; compound autofluorescence, ex339/em460 nm, NADH buffer; hits give high values; 1 = no-compound wells, NADH background; fluorescence fold increase at 10 µM; 65,000 tested, 5.5% active;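 active means at 10 µM, mean starting fluorescence two-fold or more over control wells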;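 further: signal is the first read of a kinetic run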
HTR1A agonist: human 5-HT1a receptor agonists, primary screen, cell-based, CHO, Ga15 NFAT-bla reporter | 5-hydroxytryptamine receptor 1A (Homo sapiens), P08908 | CHO 5-HT1a Ga15 NFAT-bla reporter, FRET ratio; 0% basal, 100% maximal reference agonist | activation, % at 10 µM | 65,000 tested, 0.56% active | AID 567, 2006;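 active means activation above the screen-wide mean activation plus 3 SD, cut at about 19% in these data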;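 further: 0% = DMSO wells and 100% = 5-CT at EC100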
Target sequence (P08908 whole entry, looked up): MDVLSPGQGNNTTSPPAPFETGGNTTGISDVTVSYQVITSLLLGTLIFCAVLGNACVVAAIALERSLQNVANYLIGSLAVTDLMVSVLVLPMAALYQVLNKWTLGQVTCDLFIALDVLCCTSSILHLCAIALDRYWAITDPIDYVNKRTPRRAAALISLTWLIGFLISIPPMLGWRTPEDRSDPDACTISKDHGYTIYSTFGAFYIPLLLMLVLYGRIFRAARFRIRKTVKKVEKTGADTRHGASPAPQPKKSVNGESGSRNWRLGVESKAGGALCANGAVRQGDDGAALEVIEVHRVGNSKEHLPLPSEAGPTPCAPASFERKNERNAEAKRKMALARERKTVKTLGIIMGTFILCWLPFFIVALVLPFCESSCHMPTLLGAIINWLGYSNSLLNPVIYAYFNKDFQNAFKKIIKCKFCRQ
5-HT1A blocker: human 5-HT1a receptor antagonists, primary screen, cell-based, CHO, Ga15 NFAT-bla reporter | 5-hydroxytryptamine receptor 1A (Homo sapiens), P08908 | CHO 5-HT1a Ga15 NFAT-bla reporter, antagonist mode | inhibition, % at 10 µM | 62,000 tested, 0.68% active | AID 612, 2007;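 active means inhibition above the mean of all tested compounds plus 3 SD, cut at about 43% in these data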;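 further: receptor stimulated by 5-CT agonist at 100 nM near EC80; beta-lactamase reporter measured by ratiometric fluorescence of a cleavable substrate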
RORa activator: activators of orphan receptor RORA, primary screen, cell-based, luminescence; activation, % at 10 µM; AID 560, 2006; Nuclear receptor ROR-alpha (Homo sapiens), P35398; 65,000 tested, 1.5% active; CHO-K1 Gal4-RORA LBD luciferase reporter; percent increase over mock-subtracted basal signal;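 active means activation above the mean of all tested compounds plus 3 SD, cut at about 49% in these data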;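 further: 0% = DMSO-treated RORA cells and 100% = added signal equal to DMSO minus mock-transfected cells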
TNAP act DEA: human TNAP enzyme activators, primary screen, biochemical, luminescent, intermediate phosphate acceptor level; activation factor at 20 µM; purified TNAP, CDP-star luminescence, 100 mM DEA, 30 min; hits give high values; scale: 0 levamisole-inhibited, 1 vehicle-only enzyme; 64,000 tested, under 10 active; Alkaline phosphatase, tissue-nonspecific isozyme (Homo sapiens), P05186;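 active means activation factor of at least 2 at 20 µM, relative to controls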
SF-1 act: activators of human SF-1, primary screen, cell-based, CHO-K1, Gal4-SF-1 LBD, luciferase luminescence | CHO-K1 Gal4-SF-1 LBD luciferase reporter; % increase over DMSO SF-1-specific signal | activation, % at 10 µM | 65,000 tested, 1.9% active;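 active means activation above the mean activation of all tested compounds plus 3 SD, cut at about 50% in these data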
Target sequence (Q13285 whole entry, looked up, the tested form may be a part): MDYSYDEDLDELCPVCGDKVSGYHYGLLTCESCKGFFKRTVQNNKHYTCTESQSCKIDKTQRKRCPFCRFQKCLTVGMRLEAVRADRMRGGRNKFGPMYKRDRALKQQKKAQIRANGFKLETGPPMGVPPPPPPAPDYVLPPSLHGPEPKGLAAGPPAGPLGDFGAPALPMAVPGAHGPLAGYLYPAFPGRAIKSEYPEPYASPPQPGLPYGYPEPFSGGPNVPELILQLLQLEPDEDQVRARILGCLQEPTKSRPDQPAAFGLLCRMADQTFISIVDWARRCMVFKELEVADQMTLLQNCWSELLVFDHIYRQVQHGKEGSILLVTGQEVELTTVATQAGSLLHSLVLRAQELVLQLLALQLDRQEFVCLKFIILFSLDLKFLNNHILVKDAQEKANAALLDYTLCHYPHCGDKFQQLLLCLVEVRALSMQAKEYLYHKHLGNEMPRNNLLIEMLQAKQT
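Test system: transient Gal4-SF-1 LBD reporter, CHO-K1; Amount: 4,000 CHO-K1 cells per well; Doses: 10 µM only; Timing: compound exposure 20 h at 37 °C; Signal: luciferase light emission; Read-out basis: percent activation relative to DMSO median and mock-transfected background; Control set: DMSO negative control and −SF1 background wells; Replicates: one test per compound.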
A340 absorber: compound light absorbance at 340 nm, profiling panel, artefact control, biochemical, MLSMR library, data from PS, PMK, MK assays | compound absorbance at 340 nm, fold over control | fold change at 10 µM | 65,000 tested, under 10 active | AID 708, 2007;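 active means at 10 µM dose, initial 340 nm absorbance at least 2 fold that of control wells; inactive means change under 2 fold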;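 further: initial absorbance extrapolated from kinetic A340 decline of NADH oxidation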
MMP-13 inhibitor: human MMP13 inhibitors, primary screen, biochemical, FRET peptide cleavage | Collagenase 3 (Homo sapiens), P45452 | MMP-13 fTHP FRET cleavage, Mca fluorescence | inhibition, % at 4 µM | 65,000 tested, 0.07% active;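 active means inhibition above the mean of compound-free control plate wells plus 3 SD, cut at about 14% in these data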;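 further: 0% = DMSO wells and 100% = wells with reference MMP-13 inhibitor after basal subtraction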
Active calls of the source: *; · = no result given; [ ] = another dose, or the depositor's remark. Rows were taken by chance (roughly 8.9% active in at least one column).

SMILES	NADH coupling	Fluor 339 460	HTR1A agonist	5-HT1A blocker	RORa activator	TNAP act DEA	SF-1 act	A340 absorber	MMP-13 inhibitor
COC(=O)c1ccc(Oc2nc3ccccc3n3c(C)nnc23)cc1	3%	1.1	-0.2	·	-7	0.9	-9	1	4
CC1=C(C(=O)OC(C)C)C(c2ccccc2Cl)CC(=O)N1 (configuration not stated)	4%	1.1	1.5	-4	-18	1	2	1	2
O=C(NCCCN1CCOCC1)c1c(O)c2cc(Br)cc(Br)c2[nH]c1=O	7%	1.1	-1.5	2	1	1	4	1	1
CC(=O)N1CCN(c2ccc(Nc3ncnc4c3oc3ccccc34)cc2)CC1	10%	1	13	14	-15	1	17	1.1	2
CCn1cc(C(=O)NCc2ccco2)c(=O)c2cc(S(=O)(=O)N3CCc4ccccc4C3)ccc21	6%	1.2	1.8	-11	18	0.7	8	1.1	-2
O=C(NCCc1ccccc1)c1c(O)c2cccc3c2n(c1=O)CC3	11%	1.3	-2.4	-1	-4	0.7	-17	1	-6
COc1ccc(C(=O)NC(=O)Nc2cc(C)ccn2)cc1	6%	1.1	-1.8	14	-70	0.9	-89	0.97	-3
CC1Cc2ccccc2N1C(=O)CSc1nnc(-c2ccc(S(=O)(=O)N3CCCCC3)cc2)o1 (configuration not stated)	5%	1.1	-5.2	1	-2	0.9	-6	1.1	6
O=C1COc2cccnc2N1	3%	1.1	0.6	-5	-1	1	-4	1	-4
O=C(Nc1sccc1C(=O)N1CCOCC1)c1cccnc1	8%	1.1	0.0	-19	-2	0.9	2	1.1	6
CSc1ccccc1NC(=O)c1ccoc1C	5%	1.1	-0.1	-4	-21	0.9	-8	1	2
O=C(NCc1ccccc1)c1ccc(-c2ccccc2F)o1	5%	1.1	0.5	6	39	0.8	49	1	-8
COCC(=O)Nc1c(C(=O)Nc2ccccc2OC)oc2ccccc12	2%	1.2	-1.4	4	-10	0.9	2	1	3
CCC1(N(C(C)=O)c2ccc(OC)cc2)C(=O)c2ccccc2C1=O	1%	1.1	-0.9	-13	-7	0.9	10	1	0
CCN1CCN(C(=O)c2ccc3c(=O)n(CCC4=CCCCC4)c(=O)[nH]c3c2)CC1	3%	1.1	-2.6	5	10	0.8	8	1	-2
COc1ccc2c(c1)CCc1c(C(=O)NCc3ccco3)noc1-2	4%	0.99	-3.1	-8	37	0.9	26	1	-3
Nc1c(C(=O)NCCN2CCOCC2)c2nc3ccccc3nc2n1CCc1ccccc1	10%[fluoresces]	3.9*	24*	-41	32	0.9	-16	1	-130[fluorescence artefact?]
CCOC(=O)C1CCCN(C(=O)c2cn(C)c(=O)c3cc(OC)c(OC)cc23)C1 (configuration not stated)	2%	1.1	1.4	-6	-6	0.9	4	1	-5
Clc1ccc(OCCn2ccnc2)c2ccccc12	5%	1.1	-0.1	-16	-36	1	-19	1	1
c1csc(Cn2c(-c3cccs3)nc3ccccc32)c1	14%	2.8*	-2.8	3	1	0.9	-2	1.1	-56[fluorescence artefact?]
COCc1nnc(NC(=O)C(C)C)s1	7%	1.1	-2.2	9	11	0.9	-3	1	1
COc1ccccc1NC(=O)CC(=O)CSc1nnc(-c2ccc(C)cc2)n1C	6%	1.1	-1.1	-6	-2	0.9	6	0.98	0
CCc1ccc(OCC(=O)NCCN(C)C)c(Br)c1	5%	1.1	-3.6	5	-5	0.9	-4	0.98	-3
O=C1C2CC=CCC2C(=O)N1c1ccc(Cc2ccncc2)cc1 (configuration not stated)	4%	1	-1.7	-1	-6	0.9	-17	0.99	1
O=C1CC(c2cc3c(cc2Br)OCO3)C2=C(CCCC2=O)N1 (configuration not stated)	7%	1.1	-1.4	1	-26	0.9	-15	0.97	-19
CC1CCc2nn(CC(=O)N3CCN(C(=O)c4ccco4)CC3)cc2C1 (configuration not stated)	3%	1	-1.7	1	13	0.8	0	1	-1
Cc1ccnc(SCC(=O)N2CCC(C(N)=O)CC2)n1	4%	1.1	-2.3	-3	16	0.9	-8	0.98	-2
C=CCn1cc(C(=O)NCc2ccco2)c(=O)c2cc(S(=O)(=O)N3CCCCCC3)ccc21	8%	1.1	-0.8	3	-9	0.9	24	1	1
Cc1cc(C)n(C(=O)CNC(=O)CCc2ccccc2)n1	2%	1	2.5	·	-21	0.9	0	1	0
Nn1c(CSc2ccccn2)nc2ccccc2c1=O	5%	1.1	-5.0	2	31	1	26	1	4
O=C(CSc1ncn[nH]1)NCCCc1ccccc1	7%	1	-2.3	10	-15	0.5	-3	0.99	-3
COc1ccc2cc(CN(Cc3cccnc3)Cc3nnnn3Cc3ccccc3)c(=O)[nH]c2c1	9%	1.2	-0.5	-1	-7	0.9	28	1.1	2
Cc1cc(C(=O)NC(C)c2ccncc2)no1 (configuration not stated)	1%	1.1	-0.4	4	-21	1	-14	1	1
O=C(CC(NS(=O)(=O)c1ccc(Cl)cc1)c1ccco1)NC1CCCC1 (configuration not stated)	1%	1.1	-3.0	7	-5	0.9	2	1.1	2
CSc1ccccc1C(=O)Nc1cccc(N(C)S(C)(=O)=O)c1	3%	1.1	-2.2	6	-26	0.9	-10	1	3
O=C1CS/C(=C\S(=O)(=O)c2ccc(Cl)cc2)N1	5%	1.1	-1.6	5	-12	0.9	-3	1	-8
CC(C)CC(=O)N1CCN(C(=O)c2cccc(F)c2)CC1	2%	1.1	-1.9	-4	-21	1	-10	1.1	2
O=C1C(Cl)=C(NCC2CCCO2)C(=O)N1c1ccccc1 (configuration not stated)	11%	1.1	-1.8	-4	2	0.5	6	0.99	2
CC(C)(C)n1nnnc1C(c1ccccc1)N1CCc2ccccc2C1 (configuration not stated)	2%	1	-4.0	30	-7	0.9	-11	0.99	-3
CCC(=O)N1CC23C=CC(CC2CC12CCCCC2)O3 (configuration not stated)	0%	1.1	0.4	-7	-11	1.1	-15	1	3
Cc1cc2n(n1)C(c1ccc3c(c1)OCO3)Nc1c(C)cccc1-2 (configuration not stated)	9%	2.2*	1.7	2	-3	0.9	-30	0.98	-25
CCOc1ccc(S(=O)(=O)n2c(C)nc3ccccc32)cc1	1%	1	-0.2	11	16	0.9	8	0.99	-1
c1ccc2c(c1)OCC(CNc1ncnc3nc[nH]c13)O2 (configuration not stated)	3%	1.1	-1.4	-3	20	1.1	2	1.1	0
CN(c1ccc(C(=O)NCCSC(C)(C)C)cc1)S(C)(=O)=O	5%	1.2	-1.9	8	4	0.9	32	1.1	-1
O=C(Nc1ccc(F)cc1F)c1cc2ncc(Br)cn2n1	5%	1.1	-2.3	5	2	0.9	19	1	2
Cc1ccn2c(NC3CCCCC3)c(C)nc2c1	8%	1.4	-3.4	6	5	0.9	15	1	-8
CN(CP(=O)(O)CCc1ccccc1)S(C)(=O)=O	3%	1.1	0.0	-8	0	0.9	-3	1	0
CCOC(=O)C1CCCN(C(=O)c2ccc3c(c2)NC(=O)C(N2CCOCC2)S3)C1 (configuration not stated)	6%	1.1	0.6	-10	8	0.9	0	1	0
COc1ccc(CNc2n[nH]c(NCc3ccc(OC)c(OC)c3)n2)cc1OC	6%	1.1	-1.3	-10	6	1	4	1	4
COC(=O)c1oc2ccc(Br)cc2c1NC(=O)CCN1CCOCC1	7%	1.2	1.7	8	-6	1	4	1.1	1
Cc1ccc(CNC(=O)CCc2nc3ccccc3c(=O)[nH]2)cc1	5%	1.1	-4.1	-5	15	0.9	2	0.99	-10
CCOc1ccc(NC(=O)CSc2nnc(-c3ccccc3)n2N)cc1	2%	1.1	-1.1	-4	-8	0.9	-4	1	1
O=C(NCc1ccc(Cl)cc1)c1cc(-c2cccs2)on1	4%	1	-4.4	1	-8	0.9	9	1	2
CCOC(=O)N1CCC(Nc2nc3ccccc3n3cnnc23)CC1	3%	1.1	0.1	-3	-12	0.9	8	1	5
CCOC(=O)N1CCN(C(c2ccc(F)cc2)c2sc3nc(C)nn3c2O)CC1 (configuration not stated)	2%	1.1	-0.4	4	-14	0.9	-6	1.1	-4
COc1ccc(-c2ccc(NCCC3=CCCCC3)nn2)cc1OC	4%	1.2	0.8	21	5	0.9	5	1.1	-1
Cc1ccc2c(c1)C1CN(C)CCC1N2CC(=O)N(C)c1ccccc1 (configuration not stated)	6%	1.1	-3.8	5	1	0.9	-1	1	6
CCOC(=O)c1cnn2c(C(F)(F)F)cc(-c3ccco3)nc12	7%[fluoresces]	4.3*	1.8	-19	-6	1	1	1.2	-77[fluorescence artefact?]
Cc1cc(C)cc(N(CC(=O)NC2CCCCC2)C(=O)CCC(=O)Nc2cc(C)ccn2)c1	2%	1.1	-1.2	-9	-13	1	19	1	-3
